High-throughput results from PubChem.
TcdB GH inh: TcdB glycohydrolase inhibitors, primary screen, biochemical, single point, plate reader. AID 652162, 2013. inhibition, % at 9.99 µM. Toxin B (Clostridioides difficile), P18177. TcdB glycohydrolase enzymatic assay. hit rate 0.24% among 350,000; in the data active = inhibition above about 10%
Target sequence (P18177 whole entry, looked up): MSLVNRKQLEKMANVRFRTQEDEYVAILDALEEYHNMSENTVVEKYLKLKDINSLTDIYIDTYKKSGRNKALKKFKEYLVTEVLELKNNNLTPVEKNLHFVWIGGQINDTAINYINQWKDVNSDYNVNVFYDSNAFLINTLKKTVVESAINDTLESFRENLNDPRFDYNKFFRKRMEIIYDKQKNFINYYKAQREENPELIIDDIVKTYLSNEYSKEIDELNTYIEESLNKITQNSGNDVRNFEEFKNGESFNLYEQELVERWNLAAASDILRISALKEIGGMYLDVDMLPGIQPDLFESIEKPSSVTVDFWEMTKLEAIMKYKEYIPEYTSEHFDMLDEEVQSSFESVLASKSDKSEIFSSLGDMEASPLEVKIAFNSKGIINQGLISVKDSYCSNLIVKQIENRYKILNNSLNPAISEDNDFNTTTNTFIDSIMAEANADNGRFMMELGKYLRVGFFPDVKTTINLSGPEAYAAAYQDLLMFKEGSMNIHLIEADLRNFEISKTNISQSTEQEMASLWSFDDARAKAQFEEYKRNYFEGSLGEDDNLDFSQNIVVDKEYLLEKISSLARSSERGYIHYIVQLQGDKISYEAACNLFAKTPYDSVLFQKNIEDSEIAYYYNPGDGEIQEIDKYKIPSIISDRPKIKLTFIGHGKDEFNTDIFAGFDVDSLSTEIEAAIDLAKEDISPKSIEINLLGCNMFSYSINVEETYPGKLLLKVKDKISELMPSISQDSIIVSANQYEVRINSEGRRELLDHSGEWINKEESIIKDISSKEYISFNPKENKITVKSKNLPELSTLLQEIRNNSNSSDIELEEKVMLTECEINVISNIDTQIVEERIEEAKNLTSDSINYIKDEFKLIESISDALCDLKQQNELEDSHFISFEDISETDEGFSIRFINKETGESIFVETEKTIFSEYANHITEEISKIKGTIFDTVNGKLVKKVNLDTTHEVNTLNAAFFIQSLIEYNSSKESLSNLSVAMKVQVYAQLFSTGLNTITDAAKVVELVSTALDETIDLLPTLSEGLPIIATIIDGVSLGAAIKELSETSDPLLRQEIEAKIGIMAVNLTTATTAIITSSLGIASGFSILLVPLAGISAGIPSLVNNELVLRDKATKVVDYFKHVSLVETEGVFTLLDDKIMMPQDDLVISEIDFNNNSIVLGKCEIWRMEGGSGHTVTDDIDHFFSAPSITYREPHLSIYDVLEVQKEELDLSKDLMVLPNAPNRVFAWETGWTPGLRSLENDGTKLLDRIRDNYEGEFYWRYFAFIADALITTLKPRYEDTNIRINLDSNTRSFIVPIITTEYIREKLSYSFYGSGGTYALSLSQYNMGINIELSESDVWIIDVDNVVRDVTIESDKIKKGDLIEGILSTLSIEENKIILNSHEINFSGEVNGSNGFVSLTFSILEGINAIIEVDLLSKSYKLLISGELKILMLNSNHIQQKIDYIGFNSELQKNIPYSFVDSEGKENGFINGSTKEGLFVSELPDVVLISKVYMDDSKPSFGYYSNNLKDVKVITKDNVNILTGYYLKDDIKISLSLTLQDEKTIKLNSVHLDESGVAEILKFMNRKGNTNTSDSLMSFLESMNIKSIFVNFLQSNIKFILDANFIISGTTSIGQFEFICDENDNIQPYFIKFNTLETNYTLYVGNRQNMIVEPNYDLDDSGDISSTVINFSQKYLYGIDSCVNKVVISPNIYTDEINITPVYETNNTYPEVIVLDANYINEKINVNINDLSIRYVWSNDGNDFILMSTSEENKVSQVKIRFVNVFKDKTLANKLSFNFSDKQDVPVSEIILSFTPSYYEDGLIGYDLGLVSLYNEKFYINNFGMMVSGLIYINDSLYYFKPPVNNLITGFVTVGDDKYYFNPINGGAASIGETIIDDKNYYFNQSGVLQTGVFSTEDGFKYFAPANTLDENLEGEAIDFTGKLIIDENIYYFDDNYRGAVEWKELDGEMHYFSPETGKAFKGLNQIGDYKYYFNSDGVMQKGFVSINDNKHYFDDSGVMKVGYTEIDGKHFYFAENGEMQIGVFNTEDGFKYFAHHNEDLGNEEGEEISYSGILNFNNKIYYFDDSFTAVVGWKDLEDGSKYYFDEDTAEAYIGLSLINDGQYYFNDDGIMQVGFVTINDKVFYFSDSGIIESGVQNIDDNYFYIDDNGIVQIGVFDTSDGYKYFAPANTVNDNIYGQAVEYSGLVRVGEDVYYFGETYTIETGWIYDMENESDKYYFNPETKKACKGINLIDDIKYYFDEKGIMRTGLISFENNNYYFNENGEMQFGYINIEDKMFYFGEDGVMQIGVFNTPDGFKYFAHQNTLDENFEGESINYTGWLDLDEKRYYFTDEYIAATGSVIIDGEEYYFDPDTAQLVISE
Anthrax LF inh2: Bacillus anthracis LF protease inhibitors, primary screen, biochemical, multiplex microsphere, MLPCN library; inhibition, % at 10 µM; multiplex microsphere protease cleavage assay; AID 588501, 2011; Lethal factor (Bacillus anthracis), P15917; hit rate 0.12% among 360,000; note: plate controls were buffer without enzyme for full effect and enzyme alone for no effect
FadD28 FP inh: inhibitors of FadD28 bisubstrate probe binding, primary screen, biochemical, fluorescence polarization, single point; hit rate 0.22% among 360,000; inhibition, % at 12.5 µM; Mycobacterium tuberculosis FadD28 fatty-acid-AMP ligase; in the data active = inhibition above about 8.5%, passing the limit was not always enough; inconclusive = no clear call, values can overlap the other calls
CCHF vOTU inh: CCHFV vOTU protease inhibitors, primary screen, biochemical, Pep-AMC substrate, fluorescence. Crimean-Congo hemorrhagic fever virus L polyprotein viral ovarian tumor (vOTU) protease …. inhibition, % at 11.5 µM. hit rate 0.55% among 370,000. AID 651958, 2012; in the data active = inhibition above about 30%; note: 0% = vehicle wells with enzyme and 100% = no enzyme wells
Y pestis TopoI: Yersinia pestis topoisomerase I inhibitors, primary screen, biochemical, cleavage product accumulation, plate reader, single point; Y. pestis Topo-I cleavage product accumulation; hit rate 0.064% among 360,000; DNA topoisomerase I (Yersinia pestis CO92); activity, % at 10 µM; in the data active = activity above about 50%, passing the limit was not always enough; inconclusive = no clear call, values can overlap the other calls; note: inactives centre near 2
PrPC TRFRET: inhibitors of human cell surface prion protein PrPC, primary screen, cell-based, TR-FRET; hit rate 0.43% among 370,000; TR-FRET read-out; AID 720596, 2013; Major prion protein (Homo sapiens), P04156; inhibition, % at 13.8 µM; in the data active = inhibition above about 24%; note: 0% = median of the test wells and 100% = reference compound wells
PfHsp40 rescue: rescue of yeast from PfHsp40 toxicity, primary screen, S. cerevisiae, ATP luminescence; S. cerevisiae expressing PfHsp40, growth rescue; growth rescue, % at 12.5 µM; hit rate 0.68% among 340,000; AID 504582, 2011; in the data active = growth rescue above about 28%, passing the limit was not always enough; inconclusive = no clear call, values can overlap the other calls;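 note: yeast W303a lacking pdr1 and pdr3 grown in galactose medium; growth measured after three days at 30 °C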
BoNT F protease: BoNT/F light chain protease inhibitors, primary screen, biochemical, flow cytometry, MLPCN library. Botulinum neurotoxin type F light chain protease (Clostridium botulinum). Multiplex microsphere protease cleavage assay. inhibition, % at 10 µM. hit rate 0.22% among 360,000; in the data active = inhibition above about 35%, passing the limit was not always enough; inconclusive = no clear call, values can overlap the other calls; note: plate controls were buffer without enzyme for full effect and enzyme alone for no effect
BoNT-A LC inh2: BoNT/A light chain protease inhibitors, primary screen, biochemical, flow cytometry, MLPCN library. hit rate 0.17% among 360,000. inhibition, % at 10 µM. multiplex microsphere protease substrate cleavage. Botulinum neurotoxin type A light chain protease (Clostridium botulinum A str. ATCC 3502); note: plate controls were buffer without enzyme for full effect and enzyme alone for no effect
The depositor's hits bear a star; ? = inconclusive; / = no result given. Cut-off read from the data, not from the text of the source, unless noted: active = inhibition above about 30%; inconclusive = no clear call, values can overlap the other calls; inactive = below that. Rows are unselected (roughly 2.3% active in at least one column).

SMILES	TcdB GH inh	Anthrax LF inh2	FadD28 FP inh	CCHF vOTU inh	Y pestis TopoI	PrPC TRFRET	PfHsp40 rescue	BoNT F protease	BoNT-A LC inh2
CCOc1ccc(Br)cc1C(=S)N1CCCC1	0.7	2	-2.7	4	4	4	-1.5	-5	2.6
CNC(=S)NC1(C)CCS(=O)(=O)C1 (stereo not given)	1.2	3	-2.2	-10	0	10	-0.7	-12	0.5
Cc1cccc(-n2ncc3c2CCCC3NC(=O)C2CCOCC2)c1C (stereo not given)	0.8	-3	-1.9	7	3	6	-0.4	-3	3.5
COc1ccc(CC(=O)N2CC(C)CC(C)C2)cc1OC (stereo not given)	/	0	-2.9	4	-2	-4	-0.8	-2	-0.1
CCOc1ccccc1C(=O)NC1CC2CCCC(C1)N2C1CC1 (stereo not given)	/	-12	-2.3	-8	2	-6	-0.9	-1	0.3
O=C1CC(C(=O)Nc2ncccn2)C(c2ccccc2)O1 (stereo not given)	/	1	-0.9	1	-2	-14	0.7	-10	-0.8
CN(C(=O)C1CCCCC1)C1(C)CCS(=O)(=O)C1 (stereo not given)	-2.1	-2	-1.6	-4	-6	-4	-0.5	?	-3.1
CCS(=O)(=O)N1CCC(NC(C)=O)(c2ccccc2)CC1	/	-2	-0.2	-1	4	1	?	21	1.4
CC(C)NS(=O)(=O)c1ccc(OCC(=O)NCCC2=CCCCC2)cc1	/	-1	-0.6	7	18	2	2.3	0	-0.3
CC(=O)c1cccc(NC(=O)N2C3CCC2CC(NC(=O)Nc2ccccc2)C3)c1 (stereo not given)	0.3	-1	-1.9	-10	-5	2	0.0	-2	-0.1
COc1ccc(N2CCN(C(=O)c3ccccc3N(C)S(=O)(=O)c3ccccc3)CC2)cc1	2.8	-6	0.5	9	3	-11	2.0	-1	-0.8
C=CCOc1ccc(/C=C/C(=O)OCC(=O)NCc2cccc(OC)c2)cc1	1.9	1	-0.8	2	28	4	-0.5	6	1.8
CCCC(=O)Nc1sc(C)c(C)c1C#N	1.0	0	0.0	-1	-2	1	0.9	-2	-1.4
Cn1c(=O)c2c(nc(Sc3nc4ccccc4n3CC(=O)N3CCCCC3)n2C)n(C)c1=O	/	-4	-1.5	-2	-3	-1	0.0	-6	-0.1
COC(=O)C1CCN(C(=O)COC(=O)C2CCN(S(=O)(=O)c3c(Cl)cccc3Cl)CC2)CC1	1.1	-2	1.3	10	0	3	0.4	-4	0.6
COc1ccc(Oc2nc(-c3ccncc3)nc3ccccc23)cc1	1.0	/	-0.3	-19	17	-4	0.5	/	/
CC1CN(c2nnnn2-c2ccccc2)CC(C)O1 (stereo not given)	/	-1	1.0	-8	3	-2	-1.6	-3	0.4
COc1ccc(OC)c(N(CC(=O)NCCSC2CCCCC2)S(=O)(=O)c2ccccc2)c1	0.7	-1	-0.7	9	17	-4	-1.3	0	-0.3
COc1ccc2[nH]cc(C(=O)CN3CCN(C4CCCCC4)CC3)c2c1	/	3	-1.8	1	-3	-16	-0.1	3	0.6
CC1CN(C(=O)/C=C/c2ccc3c(c2)OCO3)CC(C)O1 (stereo not given)	/	-2	-0.6	-10	0	-12	0.0	3	0.2

12 entries already listed, sorted by SMILES length, descending:
SMILES	TcdB GH inh	Anthrax LF inh2	FadD28 FP inh	CCHF vOTU inh	Y pestis TopoI	PrPC TRFRET	PfHsp40 rescue	BoNT F protease	BoNT-A LC inh2
COC(=O)C1CCN(C(=O)COC(=O)C2CCN(S(=O)(=O)c3c(Cl)cccc3Cl)CC2)CC1	1.1	-2	1.3	10	0	3	0.4	-4	0.6
Cn1c(=O)c2c(nc(Sc3nc4ccccc4n3CC(=O)N3CCCCC3)n2C)n(C)c1=O	/	-4	-1.5	-2	-3	-1	0.0	-6	-0.1
COc1ccc(OC)c(N(CC(=O)NCCSC2CCCCC2)S(=O)(=O)c2ccccc2)c1	0.7	-1	-0.7	9	17	-4	-1.3	0	-0.3
CC(=O)c1cccc(NC(=O)N2C3CCC2CC(NC(=O)Nc2ccccc2)C3)c1 (stereo not given)	0.3	-1	-1.9	-10	-5	2	0.0	-2	-0.1
CC(C)NS(=O)(=O)c1ccc(OCC(=O)NCCC2=CCCCC2)cc1	/	-1	-0.6	7	18	2	2.3	0	-0.3
CC1CN(C(=O)/C=C/c2ccc3c(c2)OCO3)CC(C)O1 (stereo not given)	/	-2	-0.6	-10	0	-12	0.0	3	0.2
COc1ccc(Oc2nc(-c3ccncc3)nc3ccccc23)cc1	1.0	/	-0.3	-19	17	-4	0.5	/	/
CCOc1ccccc1C(=O)NC1CC2CCCC(C1)N2C1CC1 (stereo not given)	/	-12	-2.3	-8	2	-6	-0.9	-1	0.3
CN(C(=O)C1CCCCC1)C1(C)CCS(=O)(=O)C1 (stereo not given)	-2.1	-2	-1.6	-4	-6	-4	-0.5	?	-3.1
COc1ccc(CC(=O)N2CC(C)CC(C)C2)cc1OC (stereo not given)	/	0	-2.9	4	-2	-4	-0.8	-2	-0.1
CNC(=S)NC1(C)CCS(=O)(=O)C1 (stereo not given)	1.2	3	-2.2	-10	0	10	-0.7	-12	0.5
CCCC(=O)Nc1sc(C)c(C)c1C#N	1.0	0	0.0	-1	-2	1	0.9	-2	-1.4

Next part:
SMILES	TcdB GH inh	Anthrax LF inh2	FadD28 FP inh	CCHF vOTU inh	Y pestis TopoI	PrPC TRFRET	PfHsp40 rescue	BoNT F protease	BoNT-A LC inh2
C=C(C)Cn1c(C2CC(=O)N(Cc3ccccc3)C2)nc2ccccc21 (stereo not given)	-2.4	-4	-5.2	12	-6	6	0.5	-4	0.5
Nc1c(-c2ccccc2)c(CN2CCOCC2)nn1-c1ccc(C(=O)O)cc1	/	0	-1.0	5	-6	-6	-0.5	2	0.6
CC(C)NC(=O)NC(=O)CSc1nnc(-c2ccccc2F)n1N	-1.1	-3	0.3	5	-2	-2	-0.2	-9	-0.4
Cc1cccc(NC(=O)CN(CC2CCCO2)C(=O)c2oc3ccc(F)cc3c2C)c1C (stereo not given)	-0.1	-4	-4.3	-4	30	1	-0.1	1	0.0
CN(C)c1nc(OCCNC(=O)Nc2ccccc2)nc(N2CCCCC2)n1	0.6	1	-3.5	21	9	2	2.5	-5	-0.7
OC1(c2cccnc2)CCN(Cc2nnnn2C2CCCCC2)CC1	/	/	-1.8	2	-5	6	0.2	/	/
COc1ccc2cc(-c3cc(C(=O)OCC(=O)NC4CCS(=O)(=O)C4)c4ccccc4n3)ccc2c1 (stereo not given)	/	1	-4.2	-20	21	1	0.7	-1	2.6
O=CNc1cc(-c2ccc(C(=O)NC3CC3)cc2)cn2c(-c3ccccc3)cnc12	0.8	-4	-7.6	-13	16	-22	/	-5	-0.9
CN(Cc1ccc(F)cc1)S(=O)(=O)c1ccc2[nH]c(=O)[nH]c2c1	-3.2	-5	-1.1	16	2	9	/	-3	-0.2
CCN(CC)S(=O)(=O)c1ccc(-c2nnc(SCc3nnc(-c4ccc(C)cc4)o3)n2CC)cc1	/	-13	0.8	3	-1	3	45*	0	0.1
COc1ccc(S(=O)(=O)N2CCC(C(=O)NCc3ccncc3)CC2)cc1	-0.1	-3	-2.7	-14	3	0	0.1	-6	-1.6
Cc1sc2nc(SCC(=O)Nc3ccccc3F)[nH]c(=O)c2c1C	0.8	-3	-0.5	-19	9	-6	12	4	-1.0
Cc1ccc(Nc2nc(C)cc(C)c2C(N)=O)cc1	/	-5	0.4	-1	-4	2	-0.8	-7	-1.3
O=C(NC1CCCC1)C(c1ccc(O)cc1)N(CC1CCCO1)C(=O)C1COc2ccccc2O1 (stereo not given)	1.4	0	2.2	-14	10	8	-1.4	-2	-0.7
N#Cc1ccc(OCCN2CCc3ccccc3C2)cc1	0.5	-10	-3.0	-10	7	-7	0.0	-3	-1.1
CCCCCCc1ccc(N2C[C@H](C)[C@@H](CC(=O)NCc3ccccc3)C2=O)cc1	-0.8	0	0.4	4	-10	3	1.8	4	0.2
COc1ccc(CN2C[C@@H](CO)O[C@@H](n3cnc4c(N(C)C)ncnc43)C2)cc1	0.8	-5	-0.5	-3	2	-1	/	-7	-0.6
CCOC(=O)N1CCC(NC(=O)C2=CCN(S(=O)(=O)c3ccc(F)cc3)CC2)CC1	1.3	7	-0.7	1	1	2	-1.1	0	0.1
Cc1ccc(NC(=O)CN2CCc3ccccc3C2)cc1F	-0.1	-4	-0.4	15	11	4	1.9	7	-1.1
CCc1cccc(CC)c1NC(=O)CN1CCN(S(=O)(=O)c2ccccc2)CC1	1.3	-2	-0.8	5	25	8	1.2	1	-0.3
CC(=O)NCCCc1nc2ccccc2n1Cc1ccccc1F	0.3	-4	-3.5	-10	8	3	-0.7	4	-0.4
N/C(COc1ccc(C(=O)O)cc1)=N\O	/	1	-1.6	5	-6	-5	-0.1	-2	-0.5
CN(C(=O)COC(=O)c1ccc(C(C)(C)C)cc1)C1CCS(=O)(=O)C1 (stereo not given)	-0.9	-5	-3.4	-5	18	4	-1.5	-6	0.1
Cc1c(O)cc2c(c1O)C(=O)CC(c1ccccc1)O2 (stereo not given)	1.1	-7	-4.4	8	1	4	-0.3	-10	0.1
Cn1c(Cn2c(=O)sc3ccccc32)nnc1SCC(=O)NC1CCCCC1	/	-4	-1.1	/	6	/	-1.6	-3	0.3
CC1C(=O)N2CCCc3cc(NC(=O)C(=O)NCc4ccc5c(c4)OCO5)cc1c32 (stereo not given)	2.4	-4	-0.2	-6	8	1	1.2	-15	-6.6
Cc1ccc(CNC(=O)CCCC(=O)O)cc1	/	-1	-0.1	8	4	2	0.3	8	-0.3
COC(C[C@H]1O[C@H]1[C@H](O)[C@H](C)OCc1ccccc1)OC	0.0	0	0.0	-7	-1	6	-0.5	-1	-0.1
Cc1ccc(Oc2nnc(-c3cccs3)c3ccccc23)cc1C	/	-1	-4.2	2	37	0	11	1	0.6
Cc1ccc(OCc2ccc(-c3ccccc3)cc2)c([N+](=O)[O-])n1	-0.9	-1	0.2	17	18	-6	0.4	-1	-2.2
C(#Cc1ccccc1)C[N+]1(CC#Cc2cccc3ccccc23)CCOCC1	1.5	-2	-0.9	-6	3	-4	0.3	4	0.1
CCc1nnc(NC(=O)C(CC)c2ccccc2)s1 (stereo not given)	/	-6	-2.7	2	-4	-4	-1.0	-2	-1.2
Cc1ccc(NC(=S)N2CCC(NC(=O)c3ccco3)CC2)cc1C	-0.3	-2	1.1	1	6	1	1.7	-22	-5.8
CC1=C([N+](=O)[O-])C(c2ccccc2)C2=C(N1)c1ccccc1C2=O (stereo not given)	/	-11	3.7	10	-17	-14	1.3	-5	-1.0
CN(C)c1ccc(C=Cc2ccnc3ccccc23)cc1N	-1.3	8	-0.4	13	/	4	/	-15	0.4
Cc1cccc(N2CCN(C(=O)c3cccc(S(=O)(=O)N4CCc5ccccc5C4)c3)CC2C)c1 (stereo not given)	0.6	4	-2.6	-13	7	-4	2.5	16	0.8
COc1cc(/C=C2/C(=N)N3C(=NC2=O)SN=C3S(C)(=O)=O)ccc1OS(=O)(=O)c1ccc(C)cc1	2.0	0	-27	15	-3	6	-0.2	0	-0.9
Cc1c(NC(=O)CSC(=S)N2CCCC2)c(=O)n(-c2ccccc2)n1C	0.5	-4	-0.2	4	2	-8	0.7	-2	-2.3
O=C(NCC1CCN(Cc2ccccc2F)CC1)C1CCCN(c2ncnc3c2nc2n3CCCCC2)C1 (stereo not given)	-1.8	-1	-3.7	3	24	-10	1.8	-2	-2.3
